# CFTR F508del cor = F508del CFTR correction, initial screen, CFBE line, single point. CFBE cells, YFP halide quenching; stimulated with forskolin plus potentiator P3; % fluorescence drop versus neutral controls. activity (quench increase), % at 7.58 µM. actives 0.36% (n = 350,000). AID 720511, 2013;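 active means mean added fluorescence quench of at least 8% versus neutral control, with both replicates also reaching 8%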;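 further: cells transiently co-express mutant CFTR-F508del with the halide-sensitive YFP; corrector assay measuring rescue of mutant channel to the surface after 24 h compound exposure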
# miR122 inh = miR-122 Renilla sensor signal increase in Huh7, primary screen, miR-122 inhibitor project, cell-based, single point, plate reader. Huh7 miR-122 Renilla luciferase sensor, 48 h; neutral wells = 0, positive control = 100. activation (reporter increase), % at 12.5 µM. actives 0.3% (n = 340,000). AID 602342, 2012;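 active means mean replicate activation score at least 90 and every replicate individually at or above 90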;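 further: higher luciferase means less miR-122 activity so hits act as miR-122 inhibitors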
# Starred values were filed as active, the others as inactive; [ ] = remark or other dose. An excerpt. The share of hits here may be higher or lower than overall.
# Values in the order – CFTR F508del cor, miR122 inh
CNC[C@H]1OCc2cn(nn2)CCCC(=O)N([C@@H](C)CO)C[C@H]1C
→ -0.3, 2[16.7 µM]
C#Cc1ccc([C@H]2C=C(C(=O)NCc3nc4ccccc4[nH]3)O[C@@H](OCC)[C@@H]2CCCO)cc1
→ -4.3, -10
CCOc1ccc(/C=N/O)cc1
→ 3.5, -17
C[C@H](CO)N1C[C@H](C)[C@H](CN(C)CC2CCCC2)Oc2ncc(C#Cc3ccccn3)cc2C1=O
→ 2.2, -11[16.7 µM]
CCCN1C[C@@H](C)[C@H](OC)CN(C)C(=O)c2cc(NC(=O)c3cccc(OC)c3)ccc2OC[C@@H]1C
→ -1.0, -5[16.7 µM]
C/C=C\C(=O)Nc1cccc(C2=NOC3(C2)C[C@@H](C(N)=O)N(C(=O)CC(c2ccccc2)c2ccccc2)C3)c1 (some centres not stated)
→ -1.6, -4
C/C=C/c1ccc([C@H]2[C@@H](CO)N[C@@H]2CNC(=O)CC2CC2)cc1
→ 2.8, 42[16.7 µM]
CCC(=O)N1CC[C@@H]2[C@H](CO)Nc3ccc(C#Cc4ccccc4F)cc3[C@@H]21
→ 2.8, 5[16.7 µM]
Cc1ccc(S(=O)(=O)N(C)C[C@@H]2Oc3ccc(NC(=O)Nc4ccc(F)cc4)cc3CC(=O)N([C@@H](C)CO)C[C@@H]2C)cc1
→ -1.2, -9[16.7 µM]
COc1ccc(NC(=O)Nc2ccc3c(c2)CC(=O)N([C@@H](C)CO)C[C@@H](C)[C@@H](CN(C)CC2CCCCC2)O3)cc1
→ 3.8, 0[16.7 µM]

# Remaining list, next part:
# Values in the order – CFTR F508del cor, miR122 inh
COCC(=O)N1C[C@H](C)[C@@H](OC)CN(C)C(=O)c2ccc(NC(=O)Nc3cccc(F)c3)cc2OC[C@H]1C
→ -1.0, 24[16.7 µM]
CCCNC(=O)Nc1ccc2c(c1)C(=O)N(C)C[C@H](OC)[C@H](C)CN(C(=O)CC)[C@H](C)CO2
→ 2.0, 12[16.7 µM]
C[C@@H]1CCCCO[C@H](CN(C)C)[C@H](C)CN([C@@H](C)CO)C(=O)c2cc(NS(=O)(=O)c3ccc(Cl)cc3)ccc2O1
→ -1.5, -6[16.7 µM]
NC(=O)CC(NC(=O)c1ccccc1)c1ccc(NCc2ccccc2)c([N+](=O)[O-])c1 (configuration not stated)
→ -0.2, 0
CO[C@H]1CN(C)C(=O)c2ccc(NC(=O)C3CCOCC3)cc2OC[C@@H](C)N(C)C[C@H]1C
→ -1.5, 5[16.7 µM]
CCCC#Cc1cnc2c(c1)C(=O)N([C@@H](C)CO)C[C@H](C)[C@@H](CN(C)Cc1ccccc1F)O2
→ 4.4, 7[16.7 µM]
CNC[C@@H]1Oc2cc(C#CCOC)ccc2S(=O)(=O)N([C@H](C)CO)C[C@H]1C
→ -0.1, 1[16.7 µM]
C[C@@H]1CCCCO[C@H](CN(C)C(=O)c2ccncc2)[C@@H](C)CN([C@H](C)CO)C(=O)c2cc(NC(=O)C3CCCCC3)ccc2O1
→ -0.4, 0[16.7 µM]
CC(C)NC(=O)Nc1ccc2c(c1)C(=O)N([C@H](C)CO)C[C@H](C)[C@H](CN(C)C(=O)CCCN(C)C)OCCCC[C@H](C)O2
→ -3.3, -3[16.7 µM]
C[C@H](CO)N1C[C@H](C)[C@@H](CN(C)C(=O)Cc2cccnc2)Oc2ncc(C#CC3(O)CCCC3)cc2C1=O
→ 0.5, -4[16.7 µM]

# Additional records follow:
# Values in the order – CFTR F508del cor, miR122 inh
C/C=C/c1ccc2c(c1)O[C@H](CN(C)C(=O)C1CCC1)[C@H](C)CN([C@@H](C)CO)S2(=O)=O
→ 0.2, 7[16.7 µM]
CCCNC(=O)N1[C@H](CNC(C)=O)[C@H](c2ccc(C3=CCCC3)cc2)[C@@H]1CO
→ 1.0, -83[16.7 µM]
CC1(c2nnc(-c3ccc(F)cc3)o2)CC(c2ccc(F)cc2)=NO1 (configuration not stated)
→ 5.0, -13
CN1C(=O)c2cc(NC(=O)c3cccc(F)c3)ccc2OC[C@H]2O[C@H](CC(=O)Nc3ccccc3)CC[C@H]21
→ 0.2, 2[16.7 µM]
COc1ccc(C2=CC(=O)CC(c3ccc(F)cc3)C2)cn1 (configuration not stated)
→ -2.4, -1
CO[C@H]1CN(C)C(=O)c2ccc(NC(=O)C3CCOCC3)cc2OC[C@H](C)N(C)C[C@H]1C
→ 0.6, 18[16.7 µM]
CC(=O)NC[C@H]1[C@H](c2ccccc2)[C@@H](CO)N1C(=O)Cc1ccncc1
→ 0.6, 7[16.7 µM]
C[C@@H]1CN([C@H](C)CO)S(=O)(=O)c2ccc(C3=CCCC3)cc2O[C@@H]1CN(C)S(C)(=O)=O
→ -3.4, 35[16.7 µM]
Cc1ccc(S(=O)(=O)NCC(=O)N/N=C/c2ccc(Cl)cc2)cc1
→ -0.9, -5
COCC(=O)Nc1ccc2c(c1)OC[C@H](C)N(C(=O)c1ccccn1)C[C@@H](C)[C@@H](OC)CN(C)C2=O
→ 2.6, -11[16.7 µM]

# Next entries follow:
smiles | CFTR F508del cor | miR122 inh
CO[C@@H]1CN(C)C(=O)c2ccc(NC(=O)NC(C)C)cc2OC[C@H](C)N(Cc2cncnc2)C[C@@H]1C | -2.4 | 15[16.7 µM]
CN1CCN(C(=O)C[C@H]2C[C@@H]3c4cc(NC(=O)Nc5ccccc5F)ccc4O[C@@H]3[C@@H](CO)O2)CC1 | -3.1 | 4[16.7 µM]
C[C@H]1CN([C@@H](C)CO)C(=O)Cc2cc(NS(=O)(=O)c3ccc(F)cc3)ccc2O[C@H]1CN(C)C(=O)Nc1ccc2c(c1)OCO2 | 3.2 | 2[16.7 µM]
C[C@@H]1CN([C@H](C)CO)C(=O)c2cccc(NC(=O)Nc3ccc(F)cc3)c2O[C@@H]1CN(C)S(=O)(=O)c1cn(C)cn1 | -1.7 | 0[16.7 µM]
CC(C)NC(=O)Nc1cccc2c1O[C@H](CN(C)S(=O)(=O)c1cccs1)[C@@H](C)CN([C@@H](C)CO)C2=O | -0.6 | 4[16.7 µM]
CC(C)NC(=O)NCC[C@@H]1CC[C@H](NC(=O)Nc2ccccc2)[C@@H](CO)O1 | -0.4 | 11[16.7 µM]
C[C@H]1CN([C@@H](C)CO)C(=O)c2cc(C#Cc3cccc(F)c3)cnc2O[C@@H]1CN(C)C(=O)C1CCOCC1 | 1.8 | -9[16.7 µM]
C[C@@H]1CN([C@@H](C)CO)S(=O)(=O)c2ccc(C3=CCCCC3)cc2O[C@@H]1CN(C)CC1CC1 | -0.5 | 7[16.7 µM]

# Next section:
smiles | CFTR F508del cor | miR122 inh
CCCCC1=CC2=C(c3ccco3)C(=O)C(C)(OC(=O)c3ccc(OC)cc3)C(=O)C2=CN1c1ccc(OC)cc1 (configuration not stated) | -0.2 | -2
C[C@H]1CN([C@@H](C)CO)C(=O)c2cc(NS(=O)(=O)c3ccccc3)ccc2O[C@@H]1CN(C)C(=O)Nc1ccc(C(F)(F)F)cc1 | 0.9 | 1[16.7 µM]
CN1C(=O)c2cc(NC(=O)c3cncs3)ccc2OC[C@H]2O[C@@H](CC(=O)Nc3ccccc3F)CC[C@@H]21 | -1.2 | 14[16.7 µM]
O=C1OCCN1c1c(-c2ccccc2)c(N2CCOCC2)nc2ccccc12 | -3.6 | 11
COc1ccc(OC)c(S(=O)(=O)N2CCCCC2C(=O)N2CCN(c3ccccn3)CC2)c1 (configuration not stated) | 2.7 | 2
COc1ccc(S(=O)(=O)N2CCCCN3[C@H](C2)[C@@H](c2ccc(C#CCC(C)C)cc2)[C@@H]3CO)cc1 | 1.0 | 0[16.7 µM]
C[C@H](CO)N1C[C@H](C)[C@H](CN(C)C(=O)C2CC2)Oc2ncc(-c3cccc(F)c3)cc2C1=O | -1.5 | 5[16.7 µM]
CO[C@H]1CN(C)C(=O)c2cc(NC(=O)C3CCOCC3)ccc2OC[C@H](C)N(C(=O)c2ccccc2)C[C@@H]1C | 1.0 | -6[16.7 µM]

# Further entries follow.
smiles | CFTR F508del cor | miR122 inh
C[C@@H]1CN([C@@H](C)CO)C(=O)c2cc(NS(=O)(=O)c3ccccc3)ccc2O[C@H]1CN(C)C(=O)Nc1ccc(C(F)(F)F)cc1 | 0.7 | 1[16.7 µM]
CC(C)NC(=O)Nc1ccc2c(c1)C(=O)N([C@@H](C)CO)C[C@H](C)[C@@H](CN(C)C(=O)CCC(F)(F)F)OCCCC[C@@H](C)O2 | -1.3 | 8[16.7 µM]
CO[C@H]1CN(C)C(=O)c2cc(NC(=O)c3ccccc3)ccc2OC[C@@H](C)N(CC2CC2)C[C@@H]1C | -1.3 | -6[16.7 µM]
CCCCNc1c(-c2cccc(-c3cc(C(C)=O)cs3)c2)nc2cc(C)ccn12 | 5.3 | -2
COc1ccccc1-c1ccc([C@H]2[C@@H](CO)N3CCCCN(Cc4ccncc4)C[C@H]23)cc1 | 0.9 | 4[16.7 µM]

# Filtered by structure, the compounds so far with an aryl methoxy group (7)
smiles | CFTR F508del cor | miR122 inh
CCCN1C[C@@H](C)[C@H](OC)CN(C)C(=O)c2cc(NC(=O)c3cccc(OC)c3)ccc2OC[C@@H]1C | -1.0 | -5[16.7 µM]
COc1ccc(NC(=O)Nc2ccc3c(c2)CC(=O)N([C@@H](C)CO)C[C@@H](C)[C@@H](CN(C)CC2CCCCC2)O3)cc1 | 3.8 | 0[16.7 µM]
COc1ccc(C2=CC(=O)CC(c3ccc(F)cc3)C2)cn1 (configuration not stated) | -2.4 | -1
CCCCC1=CC2=C(c3ccco3)C(=O)C(C)(OC(=O)c3ccc(OC)cc3)C(=O)C2=CN1c1ccc(OC)cc1 (configuration not stated) | -0.2 | -2
COc1ccc(OC)c(S(=O)(=O)N2CCCCC2C(=O)N2CCN(c3ccccn3)CC2)c1 (configuration not stated) | 2.7 | 2
COc1ccc(S(=O)(=O)N2CCCCN3[C@H](C2)[C@@H](c2ccc(C#CCC(C)C)cc2)[C@@H]3CO)cc1 | 1.0 | 0[16.7 µM]
COc1ccccc1-c1ccc([C@H]2[C@@H](CO)N3CCCCN(Cc4ccncc4)C[C@H]23)cc1 | 0.9 | 4[16.7 µM]
